L3MBTL1 block – inhibitors of human L3MBTL1. Potency, µM (series often up to 57.1 µM), for the others: top-dose activity, negative = inhibition, actives largely listed as inhibitors. AlphaScreen L3MBTL1–H3K9me1 peptide binding. Q9Y468. hit rate 0.66% among 230,000; active = well fitted inhibition curve with a large enough effect; inconclusive = small, poorly fitted or top-dose-only effect; inactive = no such curve, though single readings can be large or run the other way; note: nearly all actives have a fitted effect of over 60% in size
Target sequence (Q9Y468 whole entry, looked up): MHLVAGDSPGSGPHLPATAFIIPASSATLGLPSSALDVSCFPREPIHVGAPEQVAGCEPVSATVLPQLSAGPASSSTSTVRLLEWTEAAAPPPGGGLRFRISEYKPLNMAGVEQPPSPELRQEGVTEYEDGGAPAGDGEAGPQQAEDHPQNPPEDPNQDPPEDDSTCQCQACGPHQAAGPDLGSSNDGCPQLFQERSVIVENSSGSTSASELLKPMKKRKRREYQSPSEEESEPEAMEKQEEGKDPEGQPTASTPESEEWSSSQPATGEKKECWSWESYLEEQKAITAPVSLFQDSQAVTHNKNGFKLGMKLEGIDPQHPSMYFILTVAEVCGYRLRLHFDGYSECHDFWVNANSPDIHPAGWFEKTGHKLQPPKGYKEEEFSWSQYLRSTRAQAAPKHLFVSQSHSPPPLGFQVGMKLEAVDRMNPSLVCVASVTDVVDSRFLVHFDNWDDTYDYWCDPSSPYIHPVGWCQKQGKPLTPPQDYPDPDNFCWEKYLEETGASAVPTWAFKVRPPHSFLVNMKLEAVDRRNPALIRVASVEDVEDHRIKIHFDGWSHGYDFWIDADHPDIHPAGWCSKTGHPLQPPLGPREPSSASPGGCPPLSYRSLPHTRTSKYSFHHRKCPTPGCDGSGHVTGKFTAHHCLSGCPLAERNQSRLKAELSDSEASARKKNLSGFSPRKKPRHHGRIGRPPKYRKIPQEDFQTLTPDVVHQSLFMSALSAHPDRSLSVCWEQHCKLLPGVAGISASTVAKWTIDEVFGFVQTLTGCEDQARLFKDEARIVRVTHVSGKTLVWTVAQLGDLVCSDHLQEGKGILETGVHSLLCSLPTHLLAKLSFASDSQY
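L3MBTL1 (50 nM) pre-complexed 30 min with biotinylated H3(1-15)K9me1 peptide (75 nM), then compounds added for 30 min at room temperature; AlphaScreen streptavidin donor/nickel chelate acceptor beads (10 ug/mL final) read after 30 min dark incubation.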
Active calls of the source: *; u = inconclusive; [ ] = remark or other dose. % is set by controls: 0 for no effect and ±100 for the full control effect; potency is the fitted concentration of half-maximal effect.

SMILES	L3MBTL1 block
CCN(CC(=O)Nc1ccccc1C(F)(F)F)C(=O)c1ccccc1SCC(=O)N1CCCC1	13.1%
CCOc1ccc(N(Cc2ccc(C(=O)O)cc2)S(=O)(=O)c2ccc(C)cc2)cc1	5.6%
CC(=O)Nc1ccc(NC(=O)CSc2nnc(-c3ccc4c(c3)OCO4)o2)cc1	-0.9%
O=C(NCC(c1ccco1)N1CCc2ccccc2C1)C(=O)Nc1ccccc1F (stereo unspecified)	7.4%
O=C1C=C(c2cc3ccccc3o2)C[C@@H](c2ccc(F)cc2)C1	-0.2%
CCN(C(=O)Cn1c(Cl)nc2c1c(=O)n(C)c(=O)n2C)C1CCCCC1	-6.4%
Cc1c(Cl)cccc1NC(=O)CCN1C(=O)NC(C)(C)C1=O	-3.8%
Cc1ccc(C(=O)OC(C(=O)O)C(OC(=O)c2ccc(C)cc2)C(=O)O)cc1 (stereo unspecified)	3.3%
Cc1cccc(C(=O)NC(C)C(=O)NC(c2nc3ccccc3[nH]2)C(C)C)c1 (stereo unspecified)	0.2%
CCN(CC(=O)Nc1ccc(NC(C)=O)cc1)C(=O)c1cccc(S(=O)(=O)N2c3ccccc3CC2C)c1 (stereo unspecified)	0.4%
COCCN(C(=O)c1ccc(N2CCCC2=O)cc1)c1c(N)n(CC(C)C)c(=O)[nH]c1=O	-1.5%
CC(Oc1ccc(F)cc1)C(=O)Nc1ccc(N2CCOCC2)cc1N1CCOCC1 (stereo unspecified)	-7.2%
Cc1ccc(C(O)C(=O)c2ccco2)cc1 (stereo unspecified)	8.6%
O=C(Cc1ccc2c(c1)OCCO2)Nc1cc(C(F)(F)F)ccc1N1CCOCC1	10.3%
CCOc1ccc(C(=O)NCc2ccco2)cc1OCC	-5.0%
CC(NC(=O)c1cccc(S(=O)(=O)N2CCN(Cc3ccccc3)CC2)c1)c1ccc(Cl)cc1 (stereo unspecified)	-2.2%
CCC(Oc1ccccc1)C(=O)N1CCN(S(=O)(=O)c2ccccc2)CC1 (stereo unspecified)	5.7%
CCCC(C(=O)NCCC(C)C)N(Cc1ccccc1Cl)C(=O)c1snc(C(N)=O)c1N (stereo unspecified)	3.3%
CC(=O)NC(CC(=O)OCC(=O)c1ccc(NC(=O)CC(C)C)cc1)c1ccccc1 (stereo unspecified)	u
CC(C)CCn1c(SCC(=O)NC2CC2)nc2cc(Cl)ccc2c1=O	1.1%
CC1(C)C[C@@H](O)[C@]2(C)CC[C@]3(C)C(=CCC4[C@@]5(C)CC[C@H](O)[C@](C)(CO)C5CC[C@]43C)[C@@H]2C1 (stereo partly specified)	-1.1%
Cc1cnc(NC(=O)CCCNC(=O)c2ccc(Cl)cc2)s1	1.6%
COc1cccc(-c2sc3ccc(OC)cc3c2-c2ccc(OCCN3CCCCC3)cc2)c1	-3.0%
Cc1ccc(C(=O)OCCOc2cccc(Cl)c2)cc1S(=O)(=O)N1CCOCC1	16.2%

Exported with bars between the fields: five of the compounds above.
SMILES | L3MBTL1 block
CC(Oc1ccc(F)cc1)C(=O)Nc1ccc(N2CCOCC2)cc1N1CCOCC1 (stereo unspecified) | -7.2%
COc1cccc(-c2sc3ccc(OC)cc3c2-c2ccc(OCCN3CCCCC3)cc2)c1 | -3.0%
Cc1cnc(NC(=O)CCCNC(=O)c2ccc(Cl)cc2)s1 | 1.6%
Cc1cccc(C(=O)NC(C)C(=O)NC(c2nc3ccccc3[nH]2)C(C)C)c1 (stereo unspecified) | 0.2%
Cc1ccc(C(O)C(=O)c2ccco2)cc1 (stereo unspecified) | 8.6%

Continued:
SMILES	L3MBTL1 block
Cc1ccc2c(c1)-n1c(nc3ccccc3c1=O)C(CC(C)C)NC2=O (stereo unspecified)	4.9%
Cc1cc(C)cc(NC(=O)C[n+]2ccccc2)c1	12.6%
O=C(CCNS(=O)(=O)c1ccccc1)NCCCc1ccccc1	-1.3%
COc1ccccc1C(C)NC(=O)c1cc(S(=O)(=O)N2CCCCC2)ccc1C (stereo unspecified)	-3.7%
CCOc1ccc(CCNC(=O)COC(=O)COc2ccc(Cl)cc2)cc1OCC	-1.6%
COc1ccc(-n2nnnc2SCC(=O)NC2CC2)cc1	7.0%
C[C@]12CC[C@H](OC(=O)CCC(=O)O)CC1=CCC1C2CC[C@@]2(C)C1CC[C@@H]2N (stereo partly specified)	5.8%
Cc1ccc(C(=O)COC(=O)COc2ccccc2[N+](=O)[O-])s1	-1.7%
O=[N+]([O-])c1cccc(S(=O)(=O)Nc2ccc(-c3ccc(N4CCCC4)nn3)cc2)c1	1.9%
CC1CC(C)CN(C(=O)c2cc3ccccc3o2)C1 (stereo unspecified)	7.5%
O=C(COC(=O)c1ccco1)NC1CCCc2ccccc21 (stereo unspecified)	-4.1%
Cc1sc2nc(CSC(C)C(=O)Nc3ccccn3)[nH]c(=O)c2c1C (stereo unspecified)	-0.7%
Cc1cccc(-c2oc3ccc(-c4ccc5c(c4)OCO5)cc3c2C#Cc2cncn2C)c1	-3.4%
O=C(Nc1nnc(SCc2ccc(F)cc2)s1)C1=COCCO1	0.5%
Cc1cn(C2CC(OC(=O)C(C)C)C(CO)O2)c(=O)[nH]c1=O (stereo unspecified)	8.6%
N#CC1(NC(=O)Cn2cc(C(F)(F)F)ccc2=O)CCCC1	0.4%
O=C(CCN1C(=O)c2ccccc2S1(=O)=O)Nc1cc(Cl)ccc1Cl	-4.6%
Cc1cc(C(=O)NNC(=O)c2ccccc2F)c2ccccc2n1	5.8%
Cc1ccc(NC(=O)COc2ccc3c(c2)CCC3)nc1	14.2%
COCCCNC(=O)C[C@H]1C[C@H](C(=O)N(C(C)C)C(C)C)[C@@]2(C)c3[nH]c4ccc(Cl)cc4c3CCN2C1=O	-3.7%
Cc1ccc2sc(N(CCCN(C)C)C(=O)c3ccc(S(=O)(=O)N(C)Cc4ccccc4)cc3)nc2c1C	-20.1%
O=C(Nc1nc(-c2ccc(F)cc2)cs1)C1CCN(C(=O)c2ccc(F)cc2)CC1	-12.8%
CC(C)C[C@@H]1CN=C(N)N1C[C@@H]1CCCN1C[C@H](C)N1C[C@@H](Cc2ccccc2)N(CCCC2CCCC2)C1=N	-4.9%
CC1CCCC(NC(=O)c2ccc3c(c2)OCCO3)C1C (stereo unspecified)	6.7%

In a second layout: entries from further up.
SMILES,L3MBTL1 block
COCCCNC(=O)C[C@H]1C[C@H](C(=O)N(C(C)C)C(C)C)[C@@]2(C)c3[nH]c4ccc(Cl)cc4c3CCN2C1=O,-3.7%
CC1CCCC(NC(=O)c2ccc3c(c2)OCCO3)C1C (stereo unspecified),6.7%
O=C(Nc1nnc(SCc2ccc(F)cc2)s1)C1=COCCO1,0.5%
Cc1cc(C(=O)NNC(=O)c2ccccc2F)c2ccccc2n1,5.8%
O=C(Nc1nc(-c2ccc(F)cc2)cs1)C1CCN(C(=O)c2ccc(F)cc2)CC1,-12.8%

The list continues.
SMILES	L3MBTL1 block
CCNc1nc(NCC)n2c(SCC(=O)Nc3ccc(C)c(C)c3)nnc2n1	28.2µM*
COc1ccccc1NC(=O)c1cccc(S(=O)(=O)N2CCN(c3ccccc3)CC2)c1	-8.3%
CCOC(=O)C1=C(COC(=O)Cc2ccccc2F)NC(=O)NC1C (stereo unspecified)	2.9%
CC(=O)Nc1cccc(C(=O)NNC(=O)c2ccc(-n3cnnn3)cc2)c1	0.5%
OCC[C@H]1C[C@H](O)[C@@H](O)[C@]2(CCCc3ccccc3O2)O1	6.4%
Cc1cc(Br)ccc1NC(=O)CN1C(=O)C2CC=CCC2C1=O (stereo unspecified)	-4.8%
COc1ccc(OC)c(CN2CCN(C(=O)CN3C(=O)NC4(CCCC4)C3=O)CC2)c1	-2.8%
CN(CC(=O)Nc1ccccc1Cl)C1CCS(=O)(=O)C1 (stereo unspecified)	-6.9%
Cc1ccc(C)c(COc2coc(CN3CCN(C(=O)c4ccco4)CC3)cc2=O)c1	-10.6%
Cc1cnc(NC(=O)c2ccc3c(c2)OCCO3)s1	3.3%
O=C(Oc1ccc(-c2nnco2)cc1)c1ccco1	31.8%[activator]
CCOC(=O)Cn1cnc2c(nnn2-c2ccccc2)c1=O	-4.3%
COc1cc(OC)cc(-c2nnc(NC(=O)CCS(=O)(=O)c3ccc(C)cc3)o2)c1	-12.2%
Cc1noc(NS(=O)(=O)c2ccc(NS(=O)(=O)c3ccc(Cl)cc3)cc2)c1C	7.2%
Cc1noc(C)c1NC(=O)N(C)C[C@@H]1Oc2ccc(NC(=O)CCC(F)(F)F)cc2CC(=O)N([C@@H](C)CO)C[C@@H]1C	8.4%
Cc1cccnc1NC(=O)CCC(=O)c1cccs1	-5.5%
CC(C)(C)OC(=O)NCc1ccc(NC(=O)c2nc[nH]c2C(=O)NCCCNC(=O)c2[nH]cnc2C(=O)Nc2ccc(CNC(=O)OC(C)(C)C)cc2)cc1	12.2%
CCc1ccccc1Nc1nc(N)nc(COC(=O)C2CCN(C(=O)c3ccc(F)cc3)CC2)n1	8.1%
O=S(=O)(c1ccccc1F)N1CCN(Cc2cc3c(cc2O)OCO3)CC1	-10.8%
O=C(NC(=S)N1CCCCC1CO)c1cccs1 (stereo unspecified)	-8.8%
COc1ccc(NC(=O)[C@@H](NS(=O)(=O)c2cccc(Cl)c2)C(C)C)cc1S(=O)(=O)N1CCOCC1	1.0%
COc1c(O)c(=O)n2c3ccccc3c3ccnc1c32	-4.8%
CC(C)n1ncc2c(C(=O)Nc3cccc(S(=O)(=O)N(C)C)c3)cc(C3CC3)nc21	0.9%
COc1ccc(CN(C)CC(=O)NCC(=O)Nc2c(C)cccc2C)cc1	1.8%
CC(OC(=O)Cn1cnc2ccccc2c1=O)C(=O)N(C)c1ccccc1 (stereo unspecified)	3.1%
CN(C)c1ccc(S(=O)(=O)NCC(=O)OCC(=O)c2ccc[nH]2)cc1[N+](=O)[O-]	-25.1%
COc1ccc(CCN2CC(C(=O)OCC(=O)NC(C)c3cccc(Cl)c3)CC2=O)cc1OC (stereo unspecified)	-8.9%
C[C@H]1CN([C@@H](C)CO)C(=O)c2cccc(NC(=O)C3CC3)c2O[C@H]1CN(C)CC1CCCCC1	9.8%
O=C(OCC(=O)N1CCCC1)c1ccc(Cl)nc1	4.3%
COc1ccccc1NS(=O)(=O)c1cc(N)ccc1N1CCOCC1	-4.4%
O=Cc1ccccc1OCc1ccc2c(c1)OCO2	59.1%[activator]
Cc1ccc(-c2cc(C(=O)NCC(c3ccccc3)N(C)C)c3ccccc3n2)o1 (stereo unspecified)	-0.6%
COc1ccc(C2C(C#N)=C(N)Oc3cc(O)ccc32)cc1C (stereo unspecified)	-1.0%
Cc1cc(C(=O)OCC(=O)N2CCOCC2)c(C)n1-c1ccccc1	-2.2%
CC(=O)Nc1cccc(NCC(=O)Nc2cc(S(=O)(=O)N3CCCCC3)ccc2Cl)c1	-3.8%
C[C@H](CO)N1C[C@H](C)[C@@H](CN(C)Cc2ccccc2)Oc2ccc(NC(=O)Cn3cnnn3)cc2C1=O	-3.4%
COc1ccc(CCN2C(=O)C(C)=C(C)C2=O)cc1OC	0.9%
COc1ccc(NC(C)=O)cc1NC(=O)C1CCCN1C(=O)c1cccs1 (stereo unspecified)	-6.1%
C[C@H](CO)N1C[C@H](C)[C@@H](CN(C)C(=O)NC2CCCCC2)Oc2ccc(NC(=O)Nc3ccccc3)cc2C1=O	0.4%
Cc1ccc(S(=O)(=O)Nc2ccccc2F)cc1C(=O)NNC(=O)c1ccccc1O	0.1%
Cc1cccc(N2N=C(C(=O)Nc3ccc(Cl)c(S(=O)(=O)N4CCOCC4)c3)CCC2=O)c1	-2.4%
O=C1OC[C@@H]2CCCN2C(=O)[C@@H](CC(=O)N(CCO)Cc2ccccc2)C/C=C\C[C@@H]1Cc1ccc(F)cc1	-4.0%
CCN(CC(=O)NNC(=O)c1ccccc1)Cc1ccc(OC)c(F)c1	-0.9%
O=C(OCC(=O)N1CCCCCC1)c1ccc(F)cc1F	3.8%
CC1CCCCC12NC(=O)N(CC(=O)N1CCN(c3ncccn3)CC1)C2=O (stereo unspecified)	-2.0%
COc1ccccc1N1CCN(S(=O)(=O)c2c[nH]c(=O)[nH]c2=O)CC1	-9.0%
CC[C@@H](C)[C@H](N)C(=O)NC[C@H]1O[C@@H](n2cnc3c(N)ncnc32)[C@H](O)[C@@H]1O	8.5%
Cc1nc(NC(=O)COC(=O)C2CC3CCCC(C2)C3=O)c(Cl)cc1Cl (stereo unspecified)	0.7%
O=C(Nc1ccc2[nH]ncc2c1)c1ccccc1Br	-7.7%
O=C(COC(=O)/C=C/c1ccc(C(F)(F)F)cc1)NC1CCS(=O)(=O)C1 (stereo unspecified)	-4.2%
CCOC(=O)C1CCN(C(=O)CN2C(=O)NC3(CCCCC3)C2=O)CC1	-3.6%
CCN(C(=O)C(C)OC(=O)CCCNC(=O)c1ccc(Cl)cc1)c1ccccc1 (stereo unspecified)	11.9%
CCN(CC(=O)Nc1c(F)cccc1F)C(=O)C1CCN(S(=O)(=O)c2ccc(F)cc2)CC1	8.5%
CS(=O)(=O)c1ccc(-c2cccc(NC(=O)c3ccco3)c2)nn1	-6.9%
COC(=O)Cc1ccc(OC(=O)CCS(=O)(=O)c2ccc(C)cc2)cc1	0.0%
N#Cc1ccccc1Sc1ccccc1C(=O)NCC(c1ccco1)N1CCCC1 (stereo unspecified)	-6.5%
COc1ccc(S(=O)(=O)N2CCC(C(=O)NC3CCCCC3)CC2)cc1OC	-4.7%
COc1ccccc1NC(=O)COC(=O)c1ccc(S(=O)(=O)N2CCCCCC2)cc1	-3.5%
COc1ccc2nc(N3CCN(C(=O)c4ccc([N+](=O)[O-])o4)CC3)sc2c1	-11.9%
COc1cc(OC)cc(-c2cc3ncccc3cn2)c1	1.4%

From PubChem BioAssay

An excerpt. The share of hits here may be higher or lower than overall.
